Source: PubChem
Large T inhibition: TAg ATPase/helicase activity blockers – biochemical (AID 1903); 0.39% of 310,000 active; SV40 large T antigen ATPase/helicase inhibition assay; higher % means a stronger effect; inhibition, % at 20 µM, or IC50 in µM where a hit was titrated; in the data active = a potency from the dose series; inconclusive = inhibition mostly from about 32% at the one dose, without a potency; inactive = the rest, 99 in 100 with inhibition below about 32%; also: strong numbers were not always called active
SIAH1 antagonists: Siah-1 peptide-binding antagonists, primary screen, biochemical, fluorescence polarization, rhodamine-plectin, uHTS (AID 1817); 0.02% of 290,000 active; one-dose displacement, % at 20 µM; IC50 in µM for titrated hits; Siah-1 / rhodamine-plectin peptide fluorescence polarization; higher % means a stronger effect;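 active = displacement of at least 50% at 20 µM, with a fluorescence ratio check between 0.3 and a set limit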;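 also: plate controls were Siah plus tracer with DMSO for no effect and tracer alone without Siah for full effect; strong numbers were not always called active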
Dengue-2 NS5 capping: flavivirus cap methylation enzyme inhibition – biochemical, confirmation dose response, primary screen (AID 588689) | Dengue-2 NS5 methyltransferase capping enzyme assay, biochemical; higher % means a stronger effect | one-dose inhibition, % at 25 µM; IC50 in µM for titrated hits | 0.3% of 340,000 active; in the data active = a potency from the dose series; inconclusive = inhibition above about 29% without an active follow-up result
UTI89 phage lysis: inhibition of K1F phage lysis, E. coli UTI89, bacterial capsule biogenesis inhibitors, alamar blue (AID 488966); E. coli UTI89 K1F phage lysis, alamar blue, 2 h; higher % means a stronger effect; inhibition, % at 100 µM, or IC50 in µM where a hit was titrated; 0.02% of 340,000 active;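 active = phage lysis inhibition, versus mean bacterial control, above a set limit; inconclusive = no clear call, values can overlap the other calls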;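 also: capsule biogenesis inhibitors block K1F phage lysis so surviving cells raise fluorescence; higher fluorescence means more inhibition of phage lysis; actives were called in the ten point dose series up to 300 µM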
West Nile antiviral: West Nile virus antiviral activity, cell-based, CPE readout (AID 1621); CPE inhibition, % at 10 µM; hits with a dose series show IC50 in µM; West Nile virus-infected cells, CPE inhibition; higher % means a stronger effect; 0.02% of 290,000 active; in the data active = a potency from the dose series; inconclusive = CPE inhibition mostly from about 3.7% at the one dose, without a potency; inactive = the rest, 99 in 100 with CPE inhibition below about 2.2%; also: strong numbers were not always called active
AID2073: inhibitors of Mint1-CaV2.2 protein interaction, biochemical, HTRF (AID 2073); HTRF protein-protein interaction, Mint1-CaV2.2; higher % means a stronger effect; inhibition, % at 20 µM, or IC50 in µM where a hit was titrated; 0.19% of 290,000 active; in the data active = inhibition mostly above about 51%, no sharp cut-off; inconclusive = no clear call, values can overlap the other calls; inactive = mostly below about 53%; also: some results filed as inactive read as strong as hits
NTR1 ag: agonists of NTR1, primary screen, imaging, U2OS cells, beta-arrestin-GFP, high content (AID 493036). NTR1-U2OS beta-arrestin-GFP spot imaging, agonist mode. activation, % at 20 µM. 0.17% of 330,000 active;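 active = activation at or above 40% of the spot to cytoplasm intensity ratio, with at least 20 cells analyzed; inconclusive = wells under 20 cells, flagged as cytotoxic or low count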;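 also: 0% = DMSO without peptide and 100% = 100 nM NTR1 peptide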
Target sequence (P30989 whole entry, looked up): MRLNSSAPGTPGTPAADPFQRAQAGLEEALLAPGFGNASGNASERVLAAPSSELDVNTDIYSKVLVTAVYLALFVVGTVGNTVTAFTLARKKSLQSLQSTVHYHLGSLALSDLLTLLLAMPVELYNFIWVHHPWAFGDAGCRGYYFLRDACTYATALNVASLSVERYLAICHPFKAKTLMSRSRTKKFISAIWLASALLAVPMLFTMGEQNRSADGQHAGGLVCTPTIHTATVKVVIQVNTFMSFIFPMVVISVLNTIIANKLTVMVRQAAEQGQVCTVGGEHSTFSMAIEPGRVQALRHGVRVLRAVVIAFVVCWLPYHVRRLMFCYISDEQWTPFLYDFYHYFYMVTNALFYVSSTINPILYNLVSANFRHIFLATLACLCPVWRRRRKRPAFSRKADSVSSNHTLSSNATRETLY
RSV antiviral HEp-2: RSV antiviral activity via CPE protection, HEp-2 cells, primary 10 µM value included (AID 2391). CPE inhibition, % at 10 µM, or IC50 in µM where a hit was titrated. 0.13% of 310,000 active. HEp-2 cells, RSV-induced CPE inhibition; higher % means a stronger effect; in the data active = a potency from the dose series; inconclusive = CPE inhibition mostly from about 23% at the one dose, without a potency; inactive = the rest, 99 in 100 with CPE inhibition below about 21%; also: strong numbers were not always called active
MgcRacGAP inhibition: MgcRacGAP GTPase-activating activity inhibitors, confirmation, biochemical, ADP Hunter fluorescence. MgcRacGAP-stimulated Rac1 GTP hydrolysis, ADP Hunter fluorescence; higher % means a stronger effect; GST-tagged Rac1 F28L mutant substrate. inhibition, % at 30 µM; hits with a dose series show IC50 in µM. 0.6% of 340,000 active. AID 624330;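 active = first-screen hits whose inhibition reached a set limit at any dose in the follow-up dose series; inconclusive = inhibition above the set first-screen limit but never retested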;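 also: fluorescence reports GDP produced by GAP-driven GTP hydrolysis; strong numbers were not always called active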
NTR1 ag cell count 20 µM: further read-out of NTR1 ag, marked with its call; cell count; measured here: cell count, cytotoxicity flag
Dengue-2 NS5 capping pilot replicate: also measured in Dengue-2 NS5 capping; calls as there; inhibition, %; measured here: pilot screen replicate inhibition
Starred values were filed as active, the others as inactive; ? = inconclusive; · = no result given; [ ] = another dose, or the depositor's remark.

SMILES	Large T inhibition	SIAH1 antagonists	Dengue-2 NS5 capping	UTI89 phage lysis	West Nile antiviral	AID2073	NTR1 ag	NTR1 ag cell count 20 µM	RSV antiviral HEp-2	MgcRacGAP inhibition	others
CCCNC1=C(N(C(C)=O)c2cccc(F)c2)C(=O)c2ccccc2C1=O	19%	6%	·	-1.7%	-1.5%	7%	·	·	-1.5%	-2%
COn1c(SC(C)C)nc2ccccc2c1=O	4%	-3%	2%	0.0%	0.1%	-10%	0.3	75	2.1%	0%
Cc1cccc(OCC(=O)NCCCNC(=O)c2ccco2)c1	-7%	-8%	5%	0.0%	-0.3%	17%	-2.0	43	-0.9%	9%
CCOc1cc(C2c3c(-c4ccccc4)n[nH]c3C(=O)N2c2ccc(C(=O)O)cc2)ccc1O (stereo unspecified)	15%	0%	-2%	0.3%	0.7%	1%	0.6	35	0.5%	3%
CC(=O)Nc1cccc(NC(=O)c2cc([N+](=O)[O-])ccc2N2CCCCC2)c1	·	·	2%	0.2%[50 µM]	·	·	-2.1	52	1.2%	6%
O=C(O)CN(Cc1ccco1)S(=O)(=O)c1ccc(F)cc1	1%	·	-4%	0.3%	-0.1%	·	-2.1	91	1.4%	6%
O=C(Cc1ccccc1)Nc1ccnn1C1CCN(Cc2ccc(CO)o2)CC1	10%	0%	-5%	0.9%[50 µM]	0.1%	8%	2.0	52	0.1%	6%
Cc1ccccc1-n1ncc2c1CC(C)(C)CC2NC(=O)CCn1cncn1 (stereo unspecified)	·	2%	-10%	-0.8%	1.3%	-4%	-0.1	71	·	-1%
CCOC(=O)c1cc2c(=O)c3ccccc3oc2nc1C	7%	-3%	-6%	0.2%[50 µM]	-0.7%	19%	0.9	76	2.6%	5%
CCCc1ncc(C(O)c2cccc(OC)c2OC)n1C (stereo unspecified)	1%	1%	-1%	-0.7%	-0.1%	-3%	-1.3	52	1.0%	10%
O=C(NCc1ccco1)C1CCCN(S(=O)(=O)c2ccc(Br)cc2)C1 (stereo unspecified)	6%	0%	2%	3.2%	-1.5%	12%	0.6	23	1.9%	2%
CCOC(CNC(=O)c1cccn2c(=O)c3c(C)c(C)sc3nc12)OCC	7%	-5%	2%	-0.2%	-1.4%	16%	6.8	90	2.5%	-8%
CC(=O)NC(Cc1ccccc1)C(=O)OCC(=O)c1ccc(Br)cc1 (stereo unspecified)	9%	-5%	0%	0.2%	0.4%	-4%	1.2	49	0.7%	3%
O=C(NNC(=O)c1c(O)c2ccccc2[nH]c1=O)c1ccccc1Br	3%	-8%	-1%	0.5%	?	4%	-1.1	42	8.3%	7%
CC(c1ccccc1)n1c(SCC(=O)N2CC(=O)Nc3ccccc32)nc2ccccc2c1=O (stereo unspecified)	-1%	0%	-5%	2.3%	1.5%	16%	4.8	51	18%	5%
CCc1ccccc1S(=O)(=O)Cc1ccc(C(=O)NC2CCCC2)o1	0%	-2%	-11%	0.2%	-0.4%	-8%	0.3	61	0.6%	4%
COc1ccc(C(=O)N2CCN(Cc3ccccc3C)CC2)cc1OC	11%	3%	-3%	-1.7%	-0.9%	-5%	-1.2	58	2.2%	14%
CCOc1ccc(CCNC(=O)c2cc3sccc3n2C)cc1OCC	6%	0%	3%	4.8%	·	3%	2.3	70	4.5%	9%
Cc1c(C(=O)N/N=C/c2ccccc2)[nH]c2ccc(Cl)cc12	5%	1%	3%	0.0%	-0.9%	10%	8.7	62	-0.2%	11%
COc1cc2cc(CCCOC(=O)c3ccc(F)cc3)oc(=O)c2cc1OC	·	·	0%	-1.2%	·	·	-1.4	65	2.9%	7%
Cc1nc2ccccc2nc1CSc1nnc(N)s1	0%	1%	-3%	4.8%[50 µM]	0.0%	-6%	-1.4	49	1.9%	4%
O=C(CCC(=O)N(c1ccccc1)C(C(=O)NC1CCCC1)c1ccncc1)Nc1cccnc1 (stereo unspecified)	7%	2%	-3%	0.1%	-0.6%	-2%	-0.7	98	1.6%	2%
COc1ccc(-c2nc3c(c(=O)n(C)c(=O)n3C)n2CC2CC(c3ccccc3)=NO2)cc1OC (stereo unspecified)	·	·	-3%	-0.2%	0.2%	·	-1.4	57	-0.6%	4%
COc1ccc(NC(=O)c2cc3ccccc3o2)cc1OC	4%	9%	-11%	-0.2%	-1.2%	7%	0.8	71	0.3%	8%
CCOc1cc(/C=C2/SC(=S)NC2=O)ccc1OC(=O)c1ccco1	16%	4%	·	0.6%	-0.4%	49%	-1.0	80	8.1%	10%
CC(Oc1coc(CN2CCN(C(=O)c3ccco3)CC2)cc1=O)c1ccccc1 (stereo unspecified)	-2%	·	-1%	0.9%	·	·	-1.3	61	-0.5%	5%
CCOc1ccc(OCCC(=O)OCC(=O)N2CCN(S(=O)(=O)c3ccc(Cl)cc3)CC2)cc1	24%	4%	-5%	0.0%	?	3%	6.3	58	1.3%	30%
Cn1c(SCC(=O)Nc2ccc3c(c2)OCCO3)nnc1C1CC1	-10%	-9%	-7%	0.7%	-0.2%	5%	-0.7	54	0.3%	11%
O=C(CN1C(=O)c2cccc3cccc1c23)Nc1ccc(S(=O)(=O)Nc2nccs2)cc1	8%	2%	10%	0.2%	-0.6%	22%	5.7	101	1.6%	-4%	Dengue-2 NS5 capping pilot replicate=2.1
Cc1ccc(S(=O)(=O)N2CCN(C(=O)COC(=O)C3CCC3)CC2)c(C)c1	7%	·	-9%	1.1%[50 µM]	·	·	-1.1	48	0.7%	-4%
O=C(Nc1ccccc1)c1ccc(COc2ccccc2)cc1	11%	3%	1%	0.7%	0.2%	17%	-1.8	90	1.4%	1%
CN(c1ccc(C(=O)N2CCOCC2)cc1)S(=O)(=O)c1cccs1	6%	0%	0%	0.5%	-0.4%	8%	-2.3	35	2.3%	4%
COc1ccc(OCC(=O)Nc2ccc(S(=O)(=O)Nc3nc(C)cc(C)n3)cc2)cc1	-4%	5%	·	-0.2%	0.0%	-1%	-0.3	59	1.2%	-6%
CCNc1nc(Cl)nc(NNC(=O)C(C)Oc2ccccc2)n1 (stereo unspecified)	-2%	3%	-2%	5.7%	-0.1%	0%	-0.1	53	0.7%	6%
CCCCn1c(=NC(=O)c2cccnc2)c(C#N)cc2c(=O)n3cccc(C)c3nc21	14%	1%	28%	0.1%	·	19%	13	67	1.9%	11%
Cc1csc(NC(=O)CSc2nncn2C)n1	-4%	3%	11%	0.0%	0.1%	-4%	-0.3	54	1.4%	-10%
CNC(=O)c1c(NC(=O)c2ccc(S(=O)(=O)N3CCCc4ccccc43)cc2)sc2c1CCN(C)C2	14%	7%	-22%	0.3%	0.1%	-8%	13	50	4.0%	12%
Cc1ccc(N(CC(=O)Nc2ccccc2-c2ccccc2)S(=O)(=O)c2ccccc2)cc1	-3%	-1%	7%	0.4%	-0.2%	-4%	5.2	53	12%	1%
COc1ccc(-c2ccnc3c(Br)c(C)nn23)cc1	·	·	-3%	0.1%[50 µM]	·	·	1.8	59	6.4%	6%
CC(C)CCNC(=O)c1sc2ccc(S(=O)(=O)N3CCCCC3)cc2c1N	5%	4%	-4%	-0.1%	-0.9%	44%	1.8	85	6.1%	12%
O=C1C(c2cc(=O)c3ccccc3[nH]2)=C(O)c2ccccc21	19%	7%	-6%	0.4%	-0.7%	4%	0.7	93	22%	18%
COC(=O)COc1ccc(S(=O)(=O)Nc2ccc3c(c2)OCCO3)cc1C	8%	12%	-7%	0.5%	-0.4%	5%	3.2	68	6.8%	6%
C=CCN1C(=O)SC(Cc2cccc(OC)c2O)C1=O (stereo unspecified)	9%	-6%	-6%	0.0%	-0.6%	-12%	1.1	40	0.4%	-3%
Cc1cc(C(=O)NNC(=O)c2ccc(NC(=O)CC#N)cc2)c(C)o1	·	·	-2%	0.5%[50 µM]	·	·	-2.2	98	0.8%	4%
CCC(C)NC(=O)c1ccccc1NC(=O)c1ccccc1N(C)S(C)(=O)=O (stereo unspecified)	8%	2%	-2%	3.3%	0.3%	3%	-1.6	68	0.8%	7%
CC(C)C(NC(=O)CN1C(=O)c2ccccc2S1(=O)=O)C(C)C	1%	2%	-7%	-1.4%	0.5%	-6%	0.7	65	-1.2%	3%
C=CCN(C(=O)c1csnn1)C(C(=O)NC1CCCC1)c1ccc(F)cc1 (stereo unspecified)	2%	1%	-2%	-0.2%	-0.4%	3%	-1.4	43	0.6%	6%
CCOC(=O)c1c(NC(=O)CCNCc2ccco2)sc2c1CCC2	13%	4%	·	·	-0.8%	-2%	3.7	52	-2.8%	·
COc1nc(N)nc2nc[nH]c12	-4%	5%	-3%	-2.1%	-0.3%	9%	2.0	60	0.2%	3%
Cn1c(=O)[nH]c(=O)c2c1nc1n2CCN1Cc1ccccc1	1%	2%	-3%	-2.5%	0.0%	3%	-0.4	62	2.6%	3%
CC1Cc2cccc3c(O)c(C(=O)c4nn[nH]n4)c(=O)n1c23 (stereo unspecified)	1%	-1%	7%	0.2%[50 µM]	1.1%	-10%	-0.6	55	1.2%	7%
O=[N+]([O-])c1ccc(-n2cnc3ccccc32)c([N+](=O)[O-])c1	4%	-6%	-9%	-1.2%	-0.3%	-5%	2.1	47	2.3%	2%
O=S(=O)(NCc1ccccc1)c1cnc[nH]1	5%	2%	1%	1.1%	0.1%	-1%	-1.2	57	1.9%	5%
O=C(CCc1ccccc1)N=C1SC2CS(=O)(=O)CC2N1c1cccc(F)c1 (stereo unspecified)	8%	0%	-12%	-0.1%	-0.5%	-5%	0.7	63	-0.4%	-8%
COc1ccc(-n2c(SCC(=O)C(C)(C)C)nc3ccsc3c2=O)cc1	2%	-4%	3%	0.3%	-0.8%	8%	1.3	72	-1.4%	10%
O=C1CC(c2ccco2)Cc2c1cnn2-c1nc2ccccc2s1 (stereo unspecified)	1%	3%	-1%	-0.4%	-0.9%	?	1.9	69	2.8%	-3%
Cc1ccc(CSc2ncnc3c2cnn3-c2ccc(C)cc2)cc1	12%	1%	-3%	6.0%	1.0%	10%	·	·	2.9%	6%
CCn1c(SCC(=O)Nc2ccc(OC)c(OC)c2)nc2c(c1=O)SCC2	4%	-4%	0%	2.6%[50 µM]	-0.5%	5%	-0.2	49	0.7%	11%
O=C(CSc1nnc(-c2cccs2)n1-c1ccccc1)Nc1ccccc1	14%	3%	-2%	0.0%	0.0%	-7%	4.3	57	0.4%	14%
